EPAC1 antagonist – blocks human EPAC1 exchange factor | O95398 | EPAC1 GEF assay, Rap1b-BODIPY-GDP exchange fluorescence | Potency, µM (doses to about 115 µM), without a hit: top-dose activity change, negative = inhibition, actives largely listed as inhibitors | 360,000 tested, 0.14% active | AID 720709;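 note: plate controls were vehicle for no effect and positive control for full effect; nearly all actives have a fitted effect of over 50% in size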
Target sequence (O95398 whole entry, looked up): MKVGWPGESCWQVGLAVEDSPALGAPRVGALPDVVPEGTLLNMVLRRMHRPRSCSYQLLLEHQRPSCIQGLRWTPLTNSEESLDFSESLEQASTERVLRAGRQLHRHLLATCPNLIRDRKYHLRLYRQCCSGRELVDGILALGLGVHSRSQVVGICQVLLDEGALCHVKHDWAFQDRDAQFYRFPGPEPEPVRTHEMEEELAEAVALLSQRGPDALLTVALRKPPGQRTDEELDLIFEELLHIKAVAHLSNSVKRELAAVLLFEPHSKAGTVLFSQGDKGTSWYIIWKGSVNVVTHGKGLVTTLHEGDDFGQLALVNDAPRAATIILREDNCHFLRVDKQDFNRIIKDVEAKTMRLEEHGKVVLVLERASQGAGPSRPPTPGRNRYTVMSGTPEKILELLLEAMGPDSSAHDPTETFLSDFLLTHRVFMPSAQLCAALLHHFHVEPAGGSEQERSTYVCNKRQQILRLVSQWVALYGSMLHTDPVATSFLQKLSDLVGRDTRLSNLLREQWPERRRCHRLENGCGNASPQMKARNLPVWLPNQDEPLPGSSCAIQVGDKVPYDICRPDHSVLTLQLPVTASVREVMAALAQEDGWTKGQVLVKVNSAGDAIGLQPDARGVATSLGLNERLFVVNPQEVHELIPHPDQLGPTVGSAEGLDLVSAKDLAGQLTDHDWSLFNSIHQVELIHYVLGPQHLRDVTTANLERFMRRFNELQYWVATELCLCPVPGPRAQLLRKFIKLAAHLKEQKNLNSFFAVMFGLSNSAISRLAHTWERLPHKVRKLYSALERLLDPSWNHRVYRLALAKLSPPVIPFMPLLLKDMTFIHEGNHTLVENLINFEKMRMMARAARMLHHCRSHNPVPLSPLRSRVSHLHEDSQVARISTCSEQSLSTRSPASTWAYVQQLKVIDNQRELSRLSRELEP
EPAC2 antag – EPAC2 (human) antagonism. EPAC2 GEF exchange of Rap1B-BODIPY-GDP, fluorescence. 360,000 tested, 0.18% active. Potency, µM (top dose mostly 114 µM), for the others: top-dose activity, negative = inhibition, most hits filed as inhibitors. Q8WZA2; note: % is set by controls: 0 for no effect and ±100 for the full control effect; nearly all actives have a fitted effect of over 45% in size; many of its hits are not listed in these tables
PTHR1 agonist – activates the human parathyroid hormone receptor PTHR1; Q03431; HEK293 GP2 PTHR1 cells, GloSensor cAMP luminescence, 1 h; Potency, µM (highest dose often 115 µM), for the others: top-dose activation, usual class: activators; 410,000 tested, 0.075% active; AID 743266; note: nearly all actives have a fitted effect of over 55% in size; some results filed as inactive show a strong effect at the top dose; inactives centre near -15; many of its hits are not listed in these tables
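HEK-293-derived GP2 cells expressing PTHR1 and a GloSensor cAMP reporter, 3,000/well, plated overnight, given luciferin plus IBMX (each 0.5 mM as added) for 1 h at 37 °C, then compound for 1 h at 37 °C. Luminescence was read after 15 min at room temperature.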
FUS suppressor – FUS proteinopathy suppression in yeast | Potency, µM (titrated, usually from 76.6 µM), inactives show at the highest dose growth rescue (activation), usual class: activators | 390,000 tested, 0.24% active | AID 1347120 | S. cerevisiae FUS-expressing, growth rescue, OD600, 24 h;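 note: plate controls were DMSO vehicle for no effect and reference control for full effect; nearly all actives have a fitted effect of over 55% in size; some results filed as inactive show a strong effect at the top dose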
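Absorbance at 600 nm, taken 24hr after compound addition, measured rescue of FUS-yeast growth at 30C. Induction used 2% galactose with seeding at OD 0.005. Controls: CP55940 from 92uM final, DMSO only.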
EPAC1 agonist – agonists of human EPAC1. O95398. EPAC1 agonist qHTS, biochemical assay; response scale: 100% = response to 6.5 mM cAMP. Potency, µM (series often up to 154 µM), without a hit: at the highest dose activation, most hits filed as activators. 360,000 tested, 0.073% active. AID 720707; note: nearly all actives have a fitted effect of over 60% in size
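Compounds were pinned as a concentration titration into mixtures of EPAC1 (100 nM), BODIPY-GDP-loaded Rap1B (250 nM) and GDP (50 uM). After 5 min at room temperature, fluorescence was followed for 30 min; activity was scaled to 6.5 mM cAMP.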
aSyn rescue – alpha-synuclein toxicity inhibition in yeast. 370,000 tested, 0.14% active. AID 652106. Yeast expressing alpha-synuclein, growth rescue, BacTiter-Glo, 24 h. Potency, µM (top dose mostly 46.1 µM), for the others: top-dose growth rescue (activation), most hits filed as activators; note: % of control where 0% means no effect; nearly all actives have a fitted effect of over 65% in size
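Screening used galactose-induced yeast with toxic alpha-synuclein levels, exposed to compound for 24 hr at 30 deg C. Cell growth, read with BacTiter-Glo luminescence, gave the measured signal.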
TDP-43 yeast inh – rescues yeast growth from TDP-43 toxicity. Potency, µM (series often up to 46.1 µM), without a hit: at the highest dose growth rescue (activation), most hits filed as activators. TDP-43 expressing yeast growth rescue, BacTiter-Glo, 24 h. 410,000 tested, 1.8% active; note: % of control where 0% means no effect; nearly all actives have a fitted effect of over 50% in size
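Luminescence from BacTiter-Glo reports growth of TDP-43-expressing yeast after 24 hr at 30 deg C with compound. Cells were raffinose-pregrown to mid-log, then seeded in galactose medium at OD600=0.02.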
EPAC2 agonist – activates human EPAC2 exchange factor; 360,000 tested, 0.079% active; EPAC2 activation, biochemical qHTS; response scale: 100% = 6.5 mM cAMP response; Potency, µM (doses to about 154 µM), inactives show at the top dose activation, usual class: activators; AID 720711; note: nearly all actives have a fitted effect of over 50% in size
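Exchange assay: 100 nM EPAC2 with 250 nM Rap1B-BODIPY-GDP and 50 uM GDP. Fluorescence (ex 480/em 540 nm) read every 5 min for 30 min at room temperature. Data normalized to 6.5 mM cAMP as agonist control.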
The depositor's hits bear a star; i = inactive; ? = inconclusive; · = no result given; [ ] = remark or other dose. Calls come from the whole dose curve; as a rule, active = well fitted curve in the direction sought with a large enough effect; inconclusive = small, poorly fitted or top-dose-only effect, or another doubt; inactive = no such curve, though single readings can be large; an effect the other way counts as inactive or inconclusive. Potency is the fitted concentration of half-maximal effect.

SMILES | EPAC1 antagonist | EPAC2 antag | PTHR1 agonist | FUS suppressor | EPAC1 agonist | aSyn rescue | TDP-43 yeast inh | EPAC2 agonist
COc1cccc(NC(=O)Cc2nnc(SCC(=O)NC3=NCCS3)n2C)c1 | 2.6% | 1.3% | i | 9.0% | 6.4% | -3.7% | -25.1% | 7.9%
O=c1c2c(nc3nc(COc4ccccc4)[nH]n13)CCC2 | -16.8% | -2.5% | i | -30.6% | 2.6% | -1.8% | 7.0% | -0.8%
COc1ccc(NC(=O)C2CCCN2C(=O)Nc2cccc(F)c2)cc1 (centres undefined) | -6.6% | -5.2% | i | -3.0% | 10.4% | 0.4% | 0.6% | 12.7%
COc1cc(CNCc2ccccn2)ccc1OCc1ccc(Cl)cc1 | -11.3% | 4.2% | -16.5% | -1.6% | -4.6% | 2.8% | 5.0% | 4.8%
CC(=O)N1CCC(Nc2ccc(C)cc2)CC1 | -6.0% | -0.5% | -5.5% | -28.3% | -12.4% | -0.5% | 11.3% | 4.9%
COc1ccc(C(C(=O)Nc2c(C)cccc2C)N2CCN(C)CC2)cc1 (centres undefined) | 4.7% | -0.2% | i | -5.3% | 2.5% | 0.0% | 12.2% | 5.0%
C=CCNC(=S)N1CCN(CCN=CC2=C(O)CC(c3ccc(Cl)cc3)CC2=O)CC1 (centres undefined) | 4.3% | 0.6% | -13.0% | 23.6% | -4.8% | 6.6% | -12.2% | -2.3%
O=C(NC1CCc2ccccc21)C1CCN(S(=O)(=O)c2ccc(-n3cnnn3)cc2)CC1 (centres undefined) | -0.6% | 14.3% | -18.3% | 13.8% | -9.5% | 0.0% | -0.9% | 0.7%
O=C(O)CCS(=O)(=O)c1nc(-c2cccs2)cc(C(F)(F)F)n1 | -20.8% | -5.4% | i | 21.9% | 1.7% | -0.4% | 4.6% | 5.7%
COCCN1CCC(CNCc2cn[nH]c2-c2ccc(C)c(C)c2)C1 (centres undefined) | 6.9% | 20.5% | -22.8% | -4.1% | -5.2% | 12.0% | 5.0% | 3.4%
CN(C)/C=C1\C(=O)N(c2ccc(F)cc2F)C(c2cccnc2)S1(=O)=O (centres undefined) | 8.1% | -3.5% | -20.6% | -14.4% | 3.4% | -7.6% | -5.5% | 12.6%
O=C1COc2ccc(S(=O)(=O)N3CCC(C(=O)NCc4ccccc4)CC3)cc2N1 | -5.3% | 5.9% | -62.6% | -2.8% | -9.7% | 1.4% | -11.1% | 7.8%
Cc1cc(C)n(CC(=O)Nc2ccc3c(c2)OCO3)c(=O)c1C#N | -14.0% | 5.0% | i | 0.3% | 1.5% | 2.1% | 4.2% | -2.7%
Cc1c(C)c(C)c2[nH]c(-c3ccc4c(c3)OCO4)nc2c1C | 13.3% | 5.1% | -0.6% | -23.4% | 4.6% | -21.0% | 13.6% | 18.4%
Cc1ccccc1Nc1c([N+](=O)[O-])ccc2c1=NC1(CCCCC1)N=2 | 6.7% | 8.6% | i | 13.8% | -2.2% | -1.3% | -14.7% | 1.1%
Cc1ccc(NC(=O)COC(=O)c2nn(C)c(=O)c3ccccc23)cc1F | -22.9% | -14.9% | -23.0% | -5.3% | -11.7% | 2.0% | 6.4% | -8.8%
CCC(C)N(C(=O)COC(=O)CNC(=O)c1ccccc1F)C1CCS(=O)(=O)C1 (centres undefined) | -3.4% | -3.3% | i | -26.2% | -11.7% | 0.5% | -11.2% | -2.9%
Cc1cc(NC(=O)CCC(=O)N(c2cccc(F)c2)C(C(=O)NC2CCCC2)c2ccc(C)o2)no1 (centres undefined) | 16.2% | -8.7% | -23.1% | 34.3% | 9.0% | 1.1% | ? | 10.9%
Cn1c(=O)c2[nH]c(CCCCc3nc4ccccc4[nH]3)nc2n(C)c1=O | -1.9% | 17.1% | i | -8.2% | 5.3% | -19.7% | 7.0% | 4.4%
O=C(Nc1cccc(S(=O)(=O)N2CCOCC2)c1)[C@@H]1CCCN1S(=O)(=O)c1ccc(Cl)cc1 | -15.8% | 0.9% | -23.3% | 24.5% | -6.5% | 0.5% | -18.5% | -1.9%
COc1ccc(C(=O)NC2CC3CCCC(C2)N3Cc2ccccc2)c(OC)c1 (centres undefined) | 13.5% | 9.8% | i | 11.5% | 14.7% | 0.6% | 15.7% | 2.8%
COc1ccc(S(=O)(=O)Nc2cccc3c2O[C@H](CN(C)S(=O)(=O)c2cccs2)[C@@H](C)CN([C@H](C)CO)C3=O)cc1 | -8.8% | -7.5% | -15.2% | ? | -16.3% | -2.9% | -19.5% | -4.4%
COc1ccc(C(=O)N2CCC(n3nccc3NC(=O)C3CC3)CC2)cc1F | -2.4% | 0.0% | -1.4% | 4.3% | 3.1% | -4.3% | 18.2% | 2.0%
COc1ccc(NC(=O)CSc2nnc(C3CCCCC3)n2N)c(OC)c1 | 6.0% | 3.0% | i | 1.5% | 1.1% | 1.8% | 15.7% | 2.8%
Cc1cccc(C(=O)NNC(=O)c2ccc(NS(=O)(=O)c3cccs3)cc2)c1C | 18.7% | -1.8% | -28.9% | 16.4% | -1.7% | -3.1%[1.84 µM] | -6.4% | 2.2%
O=C(Nc1ccccc1N1CCN(c2ccccc2)CC1)c1ccccc1F | -5.6% | -3.8% | i | -9.2% | 2.5% | -18.6% | 16.0% | 3.3%
O=C(O)Cn1nnc(COc2ccccc2)n1 | 5.3% | 2.2% | -2.6% | -10.7% | 3.8% | -0.4% | 8.8% | 6.6%
Cc1ccc(CN2CCN(CC(=O)N/N=C/c3ccccc3F)CC2)cc1 | -9.0% | 3.4% | -31.8%[inhibitor] | -5.8% | -8.0% | -5.0% | 1.5% | 11.6%
OCCNc1ncnc2c1ncn2[C@H]1CN(C2CCCC2)C[C@@H](CO)O1 | -16.6% | 6.3% | -15.7% | -21.8% | -14.1% | -0.7% | -10.9% | -2.4%
CCOC(=O)c1n[nH]n(-c2cc(Cl)cc(Cl)c2)c1=O | -3.8% | 2.7% | -36.0%[inhibitor] | -13.4% | -11.9% | 2.1% | ? | 6.7%
CCCNC(=O)NCCc1c(C)[nH]c2ccccc12 | -3.5% | -2.8% | -9.9% | -18.5% | 12.4% | -0.5% | 17.3% | 7.6%
COC(=O)N1C/C=C\C(c2ccc(OC)cc2)N(Cc2ccc(F)cc2)C(=O)C1 (centres undefined) | 7.0% | 3.5% | 2.6% | 29.8% | -7.0% | -6.2% | -13.7% | 8.7%
Cc1ccc(-c2ccnc3c(Cl)c(C)nn23)cc1 | -20.5% | 3.3% | -16.3% | 6.8% | 3.4% | 1.4% | -12.8% | 14.0%
Cc1cccc(NC(=O)CCC(=O)N/N=C/c2cc([N+](=O)[O-])ccc2O)c1 | -1.1% | -1.0% | i | · | -7.7% | -4.6% | 10.6% | 8.1%
O=C(O)c1ccc(NC(=S)Nc2ccccc2)cc1 | ? | -10.9% | i | · | -3.9% | 5.9% | -6.8% | -2.0%
O=C(CCC1CCCC1)NCCS(=O)(=O)N1CCN(c2ccc(F)cc2)CC1 | -12.8% | -1.2% | -17.1% | 3.0% | -2.3% | -3.8% | 9.0% | 0.1%
COc1ccc(NC(=O)CSc2nc(C)cc(C)n2)cc1 | 1.1% | 3.1% | i | -7.3% | 3.7% | 5.3% | 6.4% | -1.1%[15.6 µM]
COc1cc2c(cc1OC)-c1nnc(C)n1C1(CCCC1)C2 | -18.9% | -1.0% | -22.8% | -5.9% | -3.6% | -1.7% | 18.7% | 4.7%
Nn1c(SCc2nc3ccccn3c2Br)nnc1-c1cccnc1 | -2.8% | -3.8% | i | -15.6% | 4.6% | -6.8% | -24.0% | 8.1%
COc1ccc(OC)c(NC(=O)CCNC(=O)Cn2ccc3ccccc3c2=O)c1 | -2.5% | 2.5% | -13.2% | 21.7% | 3.9% | -5.0% | -15.2% | 6.4%

A portion of the results above, for reference:
SMILES | EPAC1 antagonist | EPAC2 antag | PTHR1 agonist | FUS suppressor | EPAC1 agonist | aSyn rescue | TDP-43 yeast inh | EPAC2 agonist
Cc1cccc(NC(=O)CCC(=O)N/N=C/c2cc([N+](=O)[O-])ccc2O)c1 | -1.1% | -1.0% | i | · | -7.7% | -4.6% | 10.6% | 8.1%
O=C(O)c1ccc(NC(=S)Nc2ccccc2)cc1 | ? | -10.9% | i | · | -3.9% | 5.9% | -6.8% | -2.0%
O=C(CCC1CCCC1)NCCS(=O)(=O)N1CCN(c2ccc(F)cc2)CC1 | -12.8% | -1.2% | -17.1% | 3.0% | -2.3% | -3.8% | 9.0% | 0.1%
COc1ccc(NC(=O)CSc2nc(C)cc(C)n2)cc1 | 1.1% | 3.1% | i | -7.3% | 3.7% | 5.3% | 6.4% | -1.1%[15.6 µM]
COc1cc2c(cc1OC)-c1nnc(C)n1C1(CCCC1)C2 | -18.9% | -1.0% | -22.8% | -5.9% | -3.6% | -1.7% | 18.7% | 4.7%
Nn1c(SCc2nc3ccccn3c2Br)nnc1-c1cccnc1 | -2.8% | -3.8% | i | -15.6% | 4.6% | -6.8% | -24.0% | 8.1%
COc1ccc(OC)c(NC(=O)CCNC(=O)Cn2ccc3ccccc3c2=O)c1 | -2.5% | 2.5% | -13.2% | 21.7% | 3.9% | -5.0% | -15.2% | 6.4%

More entries follow:
SMILES | EPAC1 antagonist | EPAC2 antag | PTHR1 agonist | FUS suppressor | EPAC1 agonist | aSyn rescue | TDP-43 yeast inh | EPAC2 agonist
COc1cccc(-n2nnc3c(=O)n(CC(=O)Nc4ccc(C)cc4)cnc32)c1 | 11.5% | 5.8% | -5.3% | -13.5% | -1.9% | -3.2% | 18.4% | 9.1%
COCCNC(=O)C(c1ccc(C)o1)N(C(=O)c1snc(C(N)=O)c1N)c1ccc(C)c(C)c1 (centres undefined) | -5.2% | 0.3% | i | ? | 2.0% | 2.0% | -10.3% | -2.5%
Cc1ccc(C)c(-c2nnc(NC(=O)Cc3ccccc3)o2)c1 | -1.4% | 7.4% | -24.3% | -4.1% | 6.6% | -14.3% | -3.8% | 4.7%
Oc1ccc(C2C(c3ccccc3)=NN=C(c3ccccc3F)N2O)c(O)c1 (centres undefined) | -19.4% | -1.1% | -11.7% | · | 9.4% | -14.4% | -3.5% | 15.7%
CC(=O)NC(Cc1ccccc1)C(=O)NC1CCN(C(=O)NCc2ccccc2)CC1 (centres undefined) | 5.4% | 5.1% | i | -7.0% | 5.4% | 3.4% | 15.0% | 2.1%
Cc1cccc2[nH]c(CN(C)C(=O)C3CCC(=O)N(C4CC4)C3)nc12 (centres undefined) | -20.5% | -1.1% | i | -1.8% | -0.9% | 3.7% | 11.4% | 2.9%

Screening results (PubChem)

The list is partial (hit frequency here may not be typical).
